Compound activity: PubChem, Broad Institute
ERAP1 inh: inhibitors of human ERAP1 aminopeptidase | Q9NZ08 | recombinant ERAP1, Leu-AMC fluorescence, 60 min | inhibition, % at 10.7 µM | 0.15% of 340,000 active | AID 652197;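 active = mean replicate inhibition of at least 30%, or all replicates individually reaching that 30% level; inactive = mean below 30% and not every replicate reaching it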;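 note: 0% = neutral control wells and 100% = L-leucinethiol positive control wells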
Target sequence (Q9NZ08 whole entry, looked up): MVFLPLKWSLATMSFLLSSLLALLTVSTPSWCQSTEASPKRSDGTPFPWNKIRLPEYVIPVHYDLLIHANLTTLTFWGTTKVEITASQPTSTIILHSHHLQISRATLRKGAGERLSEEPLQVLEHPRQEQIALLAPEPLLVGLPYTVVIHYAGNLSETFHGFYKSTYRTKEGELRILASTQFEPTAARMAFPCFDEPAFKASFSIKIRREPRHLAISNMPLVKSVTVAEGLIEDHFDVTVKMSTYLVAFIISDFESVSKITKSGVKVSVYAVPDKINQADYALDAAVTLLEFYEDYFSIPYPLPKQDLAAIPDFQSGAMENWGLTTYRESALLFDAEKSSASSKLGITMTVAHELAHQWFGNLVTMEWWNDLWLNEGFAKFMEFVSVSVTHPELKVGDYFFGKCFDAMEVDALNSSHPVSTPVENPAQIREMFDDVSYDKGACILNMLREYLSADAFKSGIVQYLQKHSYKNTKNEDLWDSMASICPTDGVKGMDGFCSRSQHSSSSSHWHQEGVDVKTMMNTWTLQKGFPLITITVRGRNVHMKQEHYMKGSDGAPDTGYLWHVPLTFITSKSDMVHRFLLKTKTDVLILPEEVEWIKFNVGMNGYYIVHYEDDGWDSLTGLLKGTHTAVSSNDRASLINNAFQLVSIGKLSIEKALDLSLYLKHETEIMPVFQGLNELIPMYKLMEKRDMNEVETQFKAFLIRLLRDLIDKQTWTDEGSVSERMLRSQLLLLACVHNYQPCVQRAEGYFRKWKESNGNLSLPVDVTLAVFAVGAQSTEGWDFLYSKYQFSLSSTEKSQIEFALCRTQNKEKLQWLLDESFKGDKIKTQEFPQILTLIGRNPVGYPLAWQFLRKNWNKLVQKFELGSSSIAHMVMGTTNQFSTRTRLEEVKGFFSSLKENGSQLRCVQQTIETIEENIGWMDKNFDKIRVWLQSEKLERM
RAD52 inh: inhibitors of human RAD52 DNA annealing; 0.46% of 360,000 active; recombinant RAD52 DNA annealing, FRET fluorescence; inhibition, % at 18.7 µM; AID 651710; P43351;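 active = every replicate showing at least 50% inhibition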
F508del corr: CFTR F508del correction in bronchial cells | CFBE cells, YFP halide quenching; stimulated with forskolin plus potentiator P3; % fluorescence drop versus neutral controls | activity (quench increase), % at 7.58 µM | 0.36% of 350,000 active | AID 720511;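 active = mean added fluorescence quench of at least 8% versus neutral control, with both replicates also reaching 8%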;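 note: cells transiently co-express mutant CFTR-F508del with the halide-sensitive YFP; corrector assay measuring rescue of mutant channel to the surface after 24 h compound exposure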
esBAF inh: inhibitors of esBAF chromatin remodeling in mouse ES cells. reporter increase, % at 12.5 µM. Bmi1-luciferase knock-in reporter, 24 h; 100% = twice the neutral-well signal. AID 602393. 2% of 350,000 active; in the data active = activation above about 40%;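 note: 0% = median of the plate's neutral control wells and 100% = double that signal; a rise in the Bmi1 reporter signal indicates esBAF inhibition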
ARNT-TACC3 inh: disruptors of human ARNT/TACC3 interaction | inhibition, % at 9.99 µM | AID 623870 | AlphaScreen His-ARNT PAS-B/GST-TACC3 binding, luminescence; TACC3 fragment carries E629A point mutation | 0.66% of 390,000 active;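 active = mean inhibition of replicates at least 50% and at least half of replicates each reaching 50%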;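 note: 0% = complete ARNT plus TACC3 wells and 100% = ARNT alone without TACC3; many hits fall short of the cut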
Xi reactivation: reactivates the inactive X chromosome in mouse fibroblasts; AID 743238; XiGFP mouse fibroblasts, % GFP-positive cells imaging, 3 d; cells co-treated with 5-aza-dC sensitizer; scaled so ellipticine positive control = 100%; 0.055% of 360,000 active; activation, % at 7.58 µM;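 active = mean normalized replicate activation at least 10% and every replicate at or above 10%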;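 note: 0% = median of on-plate neutral control wells and 100% = ellipticine 6 µM median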
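Material: XiGFP fibroblasts, SV40-immortalized. Buffer or medium: DMEM plus 5-aza-dC sensitizer. Compound: single concentration per compound, delivered by pin transfer. Times: 3 days compound exposure. Controls: ellipticine 6 µM.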
RAD54 inh: blocks human RAD54 Holliday junction branch migration | Q92698 | 0.14% of 360,000 active | FAM/BHQ fluorescence | inhibition, % at 10.4 µM;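 active = mean normalized replicate activity at least 40 and at least half of replicates scoring 40 or more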;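 note: 0% = median of neutral control wells and 100% = median of positive control wells; inhibitors cause a drop in the FAM fluorescence signal; in these data hits start at about 50%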
GSIS activator: primary screen for activators of insulin secretion dependent on glucose, INS-1E cells, GLuc reporter luminescence. activation, % at 16.6 µM. 0.61% of 370,000 active. INS-1E GLuc reporter insulin secretion, 2-3 h;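 active = lowest replicate activation of at least 40%, so every replicate reaches that level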;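 note: 0% = median of neutral control wells and 100% = median of IBMX positive control wells; some compounds called inactive have numbers as strong as hits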
Starred values were filed as active, the others as inactive; . = not tested or not shown.

SMILES | ERAP1 inh | RAD52 inh | F508del corr | esBAF inh | ARNT-TACC3 inh | Xi reactivation | RAD54 inh | GSIS activator
O=C(CNS(=O)(=O)c1ccc(Cl)c(C(F)(F)F)c1)NC1CCCCC1 | 1 | -14 | 3.0 | 20 | . | -0.1 | 7 | 1
CN(C)S(=O)(=O)Oc1ccccc1C(=O)Nc1ccc(F)cc1 | 22 | -10 | . | . | 35 | 0.2 | . | 3
C/C=C/c1ccc([C@H]2[C@H](CO)N(S(=O)(=O)CC)C23CN(C(=O)CC)C3)cc1 | 0 | -25 | -0.6 | . | . | 0.0 | . | 17
COc1ccc(OC)c(S(=O)(=O)NCC(c2ccc3c(c2)OCO3)N2CCOCC2)c1 (stereo not given) | -2 | -7 | -2.7 | 0 | -2 | 0.0 | 4 | 9
O=C(CSc1nnc2c(n1)[nH]c1ccc(F)cc12)Nc1ccccc1F | -1 | -10 | 0.6 | 4 | -1 | 0.0 | 3 | -1
O=C1NCC(COc2cccc3ccccc23)O1 (stereo not given) | 0 | -18 | 0.4 | . | 4 | 0.0 | . | 0
CCC(=O)Nc1nnc(Cc2ccccc2)s1 | . | . | . | -5 | 1 | . | -4 | 0
CC1CCC2(CC1)NC(=O)N(CC(=O)N1CCOCC1)C2=O (stereo not given) | -1 | -8 | 3.5 | . | -7 | 0.1 | 9 | 3
O=C(NCCCN1CCOCC1)c1cc(-c2ccc3c(c2)OCO3)nc2ccccc12 | 7 | 24 | -0.8 | 8 | 0 | -0.1 | -1 | -1
COc1ccc(OC)c(CCNC(=O)c2cccc(NC(=O)C3=C(C)OCCS3)c2)c1 | 0 | 1 | -2.4 | -2 | -3 | 0.0 | 2 | 5
OC[C@@H]1[C@H](c2ccccc2)C2(CN(Cc3nccs3)C2)N1CC1CCOCC1 | 0 | -11 | 1.2 | . | . | 0.0 | . | 1
CCc1ccc(/C=N/NC(=O)c2ccccn2)cc1 | . | -29 | 2.0 | . | -9 | 0.2 | 4 | -1
COc1ccc(Cc2nnc(NC(=O)c3cccs3)s2)cc1OC | -1 | 0 | -0.2 | -5 | 0 | 0.0 | 7 | 9
CCOC(=O)C1CCN(C(=O)CN(c2ccc(OC)cc2)S(=O)(=O)c2c(C)nn(C)c2C)CC1 | 13 | -1 | -2.8 | 4 | 39 | -0.1 | 5 | .
CCCC(=O)Nc1ccc2c(c1)OC[C@H](C)N(C(=O)CN(C)C)C[C@H](C)[C@H](OC)CN(C)C2=O | . | -5 | -2.1 | -4 | -3 | 0.0 | -3 | -1
CCc1ccc(N(C(=O)CNC(=O)c2ccco2)C(C(=O)NC2CCCC2)c2ccncc2)cc1 (stereo not given) | -4 | -9 | -2.7 | -1 | 2 | 0.3 | 5 | -14
COc1ccc(/C=C(/NC(=O)c2ccccc2Cl)C(=O)O)cc1 | 3 | -2 | 3.7 | . | -5 | 0.1 | . | -8
COc1ccccc1C#Cc1ccc2c(c1)O[C@@H](CN(C)C)[C@H](C)CN([C@H](C)CO)S2(=O)=O | 1 | 21 | -3.6 | -7 | 5 | -1.0 | -2 | 11
Cc1ccc(C(=O)C(C)OC(=O)c2nc(Cl)ccc2Cl)cc1 (stereo not given) | -6 | -8 | -1.2 | 5 | -7 | 0.0 | 2 | 14
Cc1noc(C)c1NC(=O)N(C)C[C@@H]1Oc2ccc(NC(=O)Cc3ccccc3)cc2C(=O)N([C@@H](C)CO)C[C@@H]1C | -2 | -24 | -3.6 | -1 | 1 | 0.1 | 0 | 5

Only RAD54 inh and GSIS activator (six entries from above):
Compound	RAD54 inh	GSIS activator
CC1CCC2(CC1)NC(=O)N(CC(=O)N1CCOCC1)C2=O (stereo not given)	9	3
O=C(NCCCN1CCOCC1)c1cc(-c2ccc3c(c2)OCO3)nc2ccccc12	-1	-1
COc1ccc(OC)c(CCNC(=O)c2cccc(NC(=O)C3=C(C)OCCS3)c2)c1	2	5
OC[C@@H]1[C@H](c2ccccc2)C2(CN(Cc3nccs3)C2)N1CC1CCOCC1	.	1
CCc1ccc(/C=N/NC(=O)c2ccccn2)cc1	4	-1
COc1ccc(Cc2nnc(NC(=O)c3cccs3)s2)cc1OC	7	9

Taken from above.
RAD54 inh with `Cc1ccc(C(=O)C(C)OC(=O)c2nc(Cl)ccc2Cl)cc1` (stereo not given) → 2
Xi reactivation with `CN(C)S(=O)(=O)Oc1ccccc1C(=O)Nc1ccc(F)cc1` → 0.2

The listing continues.
SMILES | ERAP1 inh | RAD52 inh | F508del corr | esBAF inh | ARNT-TACC3 inh | Xi reactivation | RAD54 inh | GSIS activator
CC1CCc2c(sc(NC(=O)C3=COCCO3)c2C(N)=O)C1 (stereo not given) | 1 | -10 | 0.8 | -2 | 1 | 0.1 | -5 | 25
CS(=O)(=O)c1[nH]nc(-c2ccccc2)c1C#N | 4 | 4 | 0.8 | . | -15 | 0.0 | . | -8
Cc1cccc(CC(=O)NC2CCS(=O)(=O)C2)c1 (stereo not given) | -1 | -11 | -1.2 | 8 | -1 | 0.2 | 3 | 20
O=C(COC(=O)c1ccccc1F)NC1CC1 | -3 | -11 | 2.9 | 7 | . | -0.1 | 8 | 11
Cc1noc(C)c1S(=O)(=O)Nc1ccc2c(c1)C(=O)N([C@@H](C)CO)C[C@H](C)[C@@H](CN(C)C(=O)NC1CCCCC1)OCCCC[C@@H](C)O2 | 0 | -53 | -1.1 | 1 | -6 | -0.7 | -1 | -22
C=CCC1(CC=C)CCCN1C(=O)CC1C(=O)NCCN1Cc1cc(OC)cc(OC)c1 (stereo not given) | 11 | -10 | 4.7 | . | 3 | 0.0 | . | .
CC(C)(O)C#Cc1ccc([C@H]2[C@H](CO)N3CCCCN(S(C)(=O)=O)C[C@@H]23)cc1 | 2 | -15 | -0.4 | 4 | 2 | 0.2 | -8 | 10
O=C1CN(S(=O)(=O)c2ccccc2)C[C@@H]2[C@@H](c3ccc(C#CCc4ccccc4)cc3)[C@H](CO)N12 | 1 | -13 | -0.1 | . | . | 0.2 | . | -12
CCN(CC)C(=O)Cn1cc(SCC(=O)NC)c2ccccc21 | 0 | 1 | 3.5 | . | 3 | 1.1 | . | -14
CCCCCNC(=O)CN(c1ccc2c(c1)OCO2)S(C)(=O)=O | 5 | 5 | -3.6 | 4 | -20 | . | 5 | -1
CN1CCN(c2ncnc3scc(-c4ccccc4Cl)c23)CC1 | 0 | 5 | 1.7 | -9 | 21 | 0.2 | -4 | -3
COCCNC(=O)C[C@@H]1C[C@H]2c3cc(NC(=O)CN(C)C)ccc3O[C@H]2[C@H](CO)O1 | -3 | 4 | 0.2 | -4 | 8 | 0.1 | 7 | 14
O=C(N[C@@H]1CC[C@@H](CC(=O)N2CCOCC2)O[C@H]1CO)c1cccc(F)c1 | 1 | 0 | -0.8 | -2 | 7 | 0.4 | 0 | -6
COc1cccc(CC(=O)OCC(=O)NCC(=O)Nc2cccc(C)c2C)c1 | -2 | -5 | 3.7 | . | . | 0.0 | . | 2
CC1(C)Cc2c(sc(NC(=O)/C=C/C(=O)O)c2C#N)CO1 | 3 | -68 | 1.6 | 9 | -1 | -0.2 | . | 6
O=C(N[C@@H]1CC[C@H](CCNS(=O)(=O)Cc2ccccc2)O[C@H]1CO)c1ccccc1F | -1 | 2 | 1.6 | -4 | 3 | -0.1 | 3 | 0
CNC[C@H]1OCCCC[C@H](C)Oc2ccc(NC(=O)Nc3ccccc3)cc2C(=O)N([C@H](C)CO)C[C@@H]1C | 0 | -41 | -0.8 | 4 | -10 | -0.2 | 4 | 2
C[C@H]1CN([C@@H](C)CO)C(=O)c2ccccc2-c2ccccc2CO[C@@H]1CN(C)CC1CC1 | -2 | 16 | 1.1 | -6 | -2 | 1.4 | 12 | 15
C[C@H](CO)N1C[C@H](C)[C@@H](CN(C)Cc2ccncc2)Oc2cc(C#C[C@@H](C)O)ccc2S1(=O)=O | -3 | -5 | -1.7 | -4 | -3 | -1.3 | -3 | 4
Cc1ccc(CN2C(=O)c3ccccc3NC2c2cc(Br)ccc2O)cc1 (stereo not given) | 11 | -28 | 1.1 | -5 | 2 | 0.5 | -7 | 19
CCOC(=O)C1CCN(C(=O)c2cc3ccccc3oc2=O)CC1 | -2 | -2 | 1.8 | . | 4 | 0.1 | . | 30
C=C(C)C1CC=C(C)/C(=N/NC(=O)c2ccc(NC(=O)c3cccc(C)c3)cc2)C1 (stereo not given) | 0 | -9 | 2.4 | 1 | 0 | . | 4 | -5
Cc1ccccc1N=C1SCC(=O)N1Cc1ccccc1 | . | . | . | . | -5 | -0.3 | 4 | -20
CSc1ncc(C(=O)Nc2ccccc2Cl)c(C)n1 | 0 | -59 | -0.5 | 9 | -4 | 0.0 | 1 | 11
CC(/C=C1\SC(=S)N(NC(=O)c2cccc(O)c2)C1=O)=C\c1ccccc1 | 3 | -56 | -0.9 | . | 0 | 0.0 | -7 | -13
CCOC(=O)N1CCN(C(=O)c2ccc(CS(=O)(=O)c3c(Cl)cccc3Cl)o2)CC1 | . | -17 | -1.5 | -2 | -7 | 0.1 | 1 | -4
O=C(c1ccccc1)N1CCN(C(=O)c2nn3c(C(F)(F)F)cc(-c4ccccc4)nc3c2Br)CC1 | -3 | -9 | 2.4 | 3 | -3 | 0.0 | -5 | -1
O=C(Nc1ccc2c(c1)[C@@H]1C[C@@H](CC(=O)N3CCOCC3)O[C@@H](CO)[C@@H]1O2)c1ccc2c(c1)OCO2 | . | . | 0.5 | 2 | 0 | 0.0 | 7 | -1
COc1cccc(-n2nnc(S(=O)(=O)c3ccc(C)cc3)c2N)c1 | . | -7 | 0.2 | 10 | 10 | -0.2 | . | 6
NC(=O)c1nsc(C(=O)N(c2ccc(F)cc2)C(C(=O)NC2CCCC2)c2ccncc2)c1N (stereo not given) | -6 | 3 | -1.4 | 6 | 8 | -0.1 | -11 | 17
CNC(=O)c1cc(C(=O)c2ccc(F)cc2C(F)(F)F)c[nH]1 | 1 | -11 | . | 10 | -11 | 0.0 | 7 | 0
CC(=O)c1c(C)[nH]c(C(=O)Nc2cccc(S(=O)(=O)N(C)c3ccccc3)c2)c1C | -1 | -22 | -0.7 | . | 3 | 0.0 | . | -17
CO[C@@H]1CN(C)C(=O)c2cc(NS(=O)(=O)CC(F)(F)F)ccc2OC[C@@H](C)N(C(=O)c2ccc3c(c2)OCO3)C[C@@H]1C | 0 | -8 | -3.4 | -2 | 51* | -0.3 | -7 | 10
CC(C)C(=O)NC(Nc1ccc(S(N)(=O)=O)cc1)C(Cl)(Cl)Cl (stereo not given) | . | . | . | -4 | -7 | 0.4 | -8 | 6
Cc1nc2ccc(C(=O)N3c4ccccc4CC3C)cc2s1 (stereo not given) | -1 | -13 | 1.7 | 8 | 2 | 0.0 | -5 | 9
CC1Sc2ccc(S(=O)(=O)N3CCC(C(=O)N(C)Cc4ccccc4)CC3)cc2NC1=O (stereo not given) | -1 | -89 | 0.8 | 3 | 7 | 0.0 | 1 | -24
S=C(NCc1ccc(Cl)cc1)NC12CC3CC(CC(C3)C1)C2 | . | . | . | 19 | -10 | . | -12 | -12
Nc1ccc(-n2nnnc2CN2CCOCC2)cc1 | . | . | . | . | 0 | 0.2 | 3 | -9
CCc1nnc(NC(=O)Cn2c(=O)oc3ccccc32)s1 | . | . | . | -9 | -1 | . | 2 | 18
C[C@@H]1CN([C@@H](C)CO)C(=O)c2cccc(NC(=O)C3CCCCC3)c2O[C@@H]1CN(C)S(C)(=O)=O | 2 | 5 | -0.6 | 5 | -1 | -0.5 | 3 | 0
Cc1ccc(C)c(NC(=O)CN2C(=O)c3ccccc3C2=O)c1 | 0 | 14 | -0.3 | . | . | 0.0 | -7 | .
